Assay outcomes deposited in PubChem by several laboratories.
NOD2 RIPK2 PPI: NOD2-RIPK2 protein interaction inhibition; O43353; hit rate 0.38% among 360,000; CHO BLA complementation NOD2-RIPK2, CCF4 ratio; inhibition, % at 4.98 µM; AID 624267; in the data active = inhibition above about 21%;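 also: 0% = vehicle only and 100% = reference blocker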
SRC3 inh: inhibitors of human steroid receptor coactivator 3 (SRC3) | Q9Y6Q9 | HEK293 GAL4-SRC3 luciferase reporter, luminescence | inhibition, % at 3.6 µM | hit rate 0.17% among 360,000;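 active = inhibition above a per-campaign cutoff, the mean of all compounds plus 3 SD, cut at about 60% in these data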;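 also: 0% = DMSO-treated cells and 100% = gossypol-treated cells at 36 µM; higher means less SRC3-driven luciferase light from the GAL4 reporter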
TLR9-MyD88 block: inhibitors of human TLR9-MyD88 binding; CHO BLA complementation TLR9-MyD88, CCF4 FRET ratio; inhibition, % at 4.98 µM; AID 504734; hit rate 0.21% among 340,000;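 active = inhibition above the mean over all tested compounds plus 3 SD, cut at about 21% in these data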;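 also: 0% = DMSO only wells and 100% = clavulanate BLA inhibitor control wells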
EBV LMP1 NFkB: Epstein-Barr LMP1 NF-kappaB reporter inhibition; AID 504558; inhibition, % at 12.5 µM; hit rate 0.69% among 350,000; LMP1-induced NF-kappaB luciferase reporter cells, luminescence; in the data active = inhibition above about 41%;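 also: 0% = neutral control wells and 100% = reference inhibitor control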
NCOA1 inh: human NCOA1 inhibition; Q15788; HEK293 GAL4-SRC1 luciferase reporter, luminescence; inhibition, % at 3.6 µM; hit rate 0.12% among 360,000;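 active = inhibition above the campaign mean plus 3 SD, with each screening campaign given its own cutoff, cut at about 60% in these data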;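 also: 0% = DMSO treated cells and 100% = gossypol at 36 µM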
TROY NFkB inh: TROY signaling inhibition; inhibition, % at 10 µM; hit rate 0.98% among 360,000; Q293 LMP1-TROYcd NF-kB luciferase reporter, 4 h;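 active = compounds whose plate-normalised and pattern-corrected inhibition of the luciferase reporter signal at the single screening dose is 50% or more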
NR5A2 inv ag: inverse agonists of human LRH-1 (NR5A2); inhibition, % at 3.6 µM; HEK293T StAR-luciferase reporter, LRH-1 transfected, 24 h; O00482; AID 602396; hit rate 0.13% among 360,000;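 active = inhibition above the mean inhibition of all tested compounds plus 3 SD, cut at about 73% in these data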;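 also: 0% = DMSO wells and 100% = reporter-only cells lacking LRH-1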
Target sequence (O00482 whole entry, looked up): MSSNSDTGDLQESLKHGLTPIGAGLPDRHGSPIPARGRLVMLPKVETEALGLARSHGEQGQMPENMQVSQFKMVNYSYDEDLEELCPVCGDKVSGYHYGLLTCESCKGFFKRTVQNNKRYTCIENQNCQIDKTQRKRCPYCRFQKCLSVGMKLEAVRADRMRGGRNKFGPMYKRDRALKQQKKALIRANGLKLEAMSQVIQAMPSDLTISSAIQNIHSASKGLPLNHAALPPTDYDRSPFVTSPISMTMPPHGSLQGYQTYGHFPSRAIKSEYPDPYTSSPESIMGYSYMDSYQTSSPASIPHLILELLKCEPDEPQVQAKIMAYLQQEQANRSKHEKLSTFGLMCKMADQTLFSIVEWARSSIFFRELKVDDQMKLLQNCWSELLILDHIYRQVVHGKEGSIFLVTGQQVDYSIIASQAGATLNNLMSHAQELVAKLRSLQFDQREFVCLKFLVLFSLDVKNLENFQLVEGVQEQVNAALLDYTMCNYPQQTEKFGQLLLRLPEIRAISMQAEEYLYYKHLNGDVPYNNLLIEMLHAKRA
NR2F2 inh: NR2F2 (human) inhibition, primary screen; P24468; hit rate 0.7% among 370,000; HEK293T NGFI-A luciferase reporter, luminescence; inhibition, % at 8.6 µM;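 active = inhibition above a per-plate cutoff, mean inhibition of test wells between control levels plus 3 SD, cut at about 38% in these data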;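 also: cells cotransfected with COUP-TFII expression vector driving the NGFI-A reporter; 0% = median of COUP-TF2 test wells and 100% = reporter-only cells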
Target sequence (P24468 whole entry, looked up): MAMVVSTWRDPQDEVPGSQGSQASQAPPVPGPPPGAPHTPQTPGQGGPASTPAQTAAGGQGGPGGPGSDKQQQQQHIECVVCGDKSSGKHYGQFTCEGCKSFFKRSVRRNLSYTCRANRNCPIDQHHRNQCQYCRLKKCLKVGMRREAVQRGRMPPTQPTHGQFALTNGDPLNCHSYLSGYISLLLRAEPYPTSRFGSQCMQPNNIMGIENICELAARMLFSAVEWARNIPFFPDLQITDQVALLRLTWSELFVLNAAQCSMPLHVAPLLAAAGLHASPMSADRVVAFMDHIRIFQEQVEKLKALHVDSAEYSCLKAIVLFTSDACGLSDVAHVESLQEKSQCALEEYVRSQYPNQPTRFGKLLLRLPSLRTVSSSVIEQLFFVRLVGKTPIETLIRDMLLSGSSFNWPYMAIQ
Vif inh: HIV Vif inhibition; HEK293T cells, Vif self-association by quenched fluorescence, imaging, 24 h; inhibition, % at 7.49 µM; hit rate 0.35% among 340,000; in the data active = inhibition above about 50%, passing the limit was not always enough; also: some results filed as inactive read as strong as hits
TRAIL sens C8: sensitizes caspase-8 expressing cells to TRAIL. NB7+C8 cells + TRAIL, ATPlite viability luminescence. inhibition (viability loss, TRAIL sensitization), % at 10 µM. hit rate 1% among 360,000;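 active = compounds causing at least 50% loss of cell viability in the single-dose screen, relative to plate controls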
SRC2 inh: human SRC2 (NCOA2) inhibition; Q15596; HEK293 GAL4-SRC2 luciferase reporter, luminescence; inhibition, % at 9 µM; hit rate 0.17% among 370,000; AID 651957;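 active = inhibition above the mean inhibition of all tested compounds plus 3 SD, set per campaign, cut at about 52% in these data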;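 also: 0% = DMSO treated cells and 100% = cells given Gossypol at 36 µM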
An asterisk follows results filed as active; · = not tested or not shown. A portion of the library, so the mix of outcomes need not match the whole.

SMILES	NOD2 RIPK2 PPI	SRC3 inh	TLR9-MyD88 block	EBV LMP1 NFkB	NCOA1 inh	TROY NFkB inh	NR5A2 inv ag	NR2F2 inh	Vif inh	TRAIL sens C8	SRC2 inh
CCCn1nc(NC(=O)CC(C)C)c2cc3cccc(C)c3nc21	-4	4	-1	-14	1	-2	-4	-7	0	10	4
O=C(NCCc1ccccc1F)[C@@H]1CSC2c3ccccc3C(=O)N21 (stereo partly drawn)	9	-10	-10	-20	-10	-12	-12	-4	·	2	-19
O=C(NCc1ccccn1)C1CCN(Cc2cnn(-c3ccccc3)c2-n2cccc2)CC1	1	0	-2	3	1	-10	7	-4	6	-1	-16
Cc1csc(CCc2nc(C)cs2)n1	-2	-16	-1	0	7	-18	-11	6	-6	4	-39
CCOc1cc(/C=N/NC(=O)C(=O)Nc2cc(Cl)ccc2C)ccc1O	4	15	1	7	-15	10	6	2	-4	-3	-2
COCCNC(C(=O)Nc1ccc([N+](=O)[O-])cc1Br)c1ccccc1 (stereo not drawn)	-13	4	2	7	2	-25	-1	2	-22	-6	-9
CC(C)=C1SC(N2CCN(c3cccc(C(F)(F)F)c3)CC2)=NC1=O	-5	-65	10	6	10	32	-8	13	-11	3	-3
COc1ccc(Cl)cc1NC(=O)CN(C)C(=O)c1cc(-c2ccncc2)nc2ccccc12	-10	6	-8	0	-2	6	-4	18	11	8	22
CCOC(=O)Cc1csc(NC(=O)CN2CCN(c3ccccc3)CC2)n1	10	-6	3	7	8	16	3	8	1	-12	-2
Nc1nc(COc2ccc(F)cc2Cl)nc(N2CCCCC2)n1	-4	6	0	-2	13	-8	-14	-14	0	-4	1
CC(=O)Oc1ccc(N(C(C)=O)S(=O)(=O)c2cccs2)c2ccccc12	-5	9	9	11	-10	6	17	-2	4	17	1
Cc1cccc(C)c1NC(=O)N1CCC(n2cnc3ccccc32)CC1	-2	4	-151	2	10	7	3	-10	6	-6	-26
Cc1cc(N2CCOCC2)ccc1/C=C\[N+](=O)[O-]	51*	-19	7	-8	-38	50*	7	26	-3	8	-22
O=C(c1cccc([N+](=O)[O-])c1)N1CCN(c2ccccn2)CC1	2	12	7	2	-10	2	-2	10	-3	-5	-8
COc1ccc(N2CCN(CC(O)COc3ccc4c(c3)CCC4)CC2)cc1 (stereo not drawn)	12	16	-6	8	-2	-3	-10	-8	1	-6	6
Nc1nc(-c2cccnc2)nc2sc3c(c12)CCCC3	-5	-100	-5	-14	-96	-40	-190	-105	-2	60*	-75
COc1ccc(S(=O)(=O)N2CCOC2CNC(=O)C(=O)NCc2ccc3c(c2)OCO3)cc1OC (stereo not drawn)	-6	11	-1	6	-4	-13	4	1	-1	-14	-17
N=C1C(=O)OCC1c1ccccc1NC(=O)c1ccccc1 (stereo not drawn)	2	5	5	-12	3	-1	17	1	1	-14	-4
O=C(COC(=O)C1CC1)Nc1ccc2c(c1)OCO2	1	6	-3	-13	-9	-26	-12	-31	-9	6	-49
CCCCn1c(N)c(N(CCOC)C(=O)CN2C(=O)NC3(CC(C)CC(C)(C)C3)C2=O)c(=O)[nH]c1=O (stereo not drawn)	-10	0	-9	10	0	15	9	7	12	2	14
CCOC(=O)c1[nH]c(C)c(C(=O)NCc2ccc(C)cc2)c1C	-21	0	6	3	8	15	-7	-22	-1	-20	19
COc1cc(OC)cc(C(=O)N[C@H](C(=O)Nc2nnc(C3CC3)s2)C(C)C)c1	12	-7	-3	-3	-12	-4	-9	8	1	-16	-24
CCOC(=O)[C@@H]1[C@H]2COc3cc(OC)ccc3[C@H]2N2C(=O)N(c3ccc(Cl)cc3)C(=O)[C@]12C	-4	-7	9	9	6	-22	-6	8	-14	11	-3
O=C(CNC1CCCCCC1)Nc1ccccc1N1CCCCC1	-6	8	4	-7	-2	-12	10	5	2	22	6
OCCN1c2ccccc2CCc2ccccc21	1	13	·	·	-10	11	-4	-14	6	-3	-1

Three neighbouring entries from above:
SMILES	NOD2 RIPK2 PPI	SRC3 inh	TLR9-MyD88 block	EBV LMP1 NFkB	NCOA1 inh	TROY NFkB inh	NR5A2 inv ag	NR2F2 inh	Vif inh	TRAIL sens C8	SRC2 inh
CCCn1nc(NC(=O)CC(C)C)c2cc3cccc(C)c3nc21	-4	4	-1	-14	1	-2	-4	-7	0	10	4
O=C(NCCc1ccccc1F)[C@@H]1CSC2c3ccccc3C(=O)N21 (stereo partly drawn)	9	-10	-10	-20	-10	-12	-12	-4	·	2	-19
O=C(NCc1ccccn1)C1CCN(Cc2cnn(-c3ccccc3)c2-n2cccc2)CC1	1	0	-2	3	1	-10	7	-4	6	-1	-16

Next compounds:
SMILES	NOD2 RIPK2 PPI	SRC3 inh	TLR9-MyD88 block	EBV LMP1 NFkB	NCOA1 inh	TROY NFkB inh	NR5A2 inv ag	NR2F2 inh	Vif inh	TRAIL sens C8	SRC2 inh
CCCn1c(SCC(=O)Nc2c(CC)cccc2CC)nnc1C(C)C	3	2	2	4	7	-18	3	6	1	-2	-22
Cc1noc(C)c1S(=O)(=O)Nc1ccc2c(c1)C(=O)N([C@H](C)CO)C[C@H](C)[C@H](CN(C)S(=O)(=O)c1ccc(Cl)cc1)OCCCC[C@@H](C)O2	-17	10	·	·	-12	8	2	-3	18	10	-15
COc1ccc(N(CC(=O)NN=C2CCCC2)S(=O)(=O)c2ccccc2)cc1Cl	-8	18	2	-5	5	0	-24	4	-18	-5	3
CC(=O)c1cn(CCOc2ccccc2C)c2ccccc12	-15	28	2	1	19	25	25	61*	-4	23	19
O=C(O)c1ccc(Oc2c(C(F)(F)F)oc3cc(O)ccc3c2=O)cc1	-4	8	3	-5	-63	-11	-20	-5	1	15	8
Cc1cccc(-c2nc(C#N)c(N3CCCCC3)o2)c1	3	-33	3	-16	-16	-39	-7	-30	-13	-6	-45
O=C(Nc1nccs1)c1ccc(S(=O)(=O)N2CCCCC2)cc1	-5	-22	1	-11	-12	-11	-2	-17	·	1	-34
COCCNC(=O)CNC(=O)c1nn(-c2ccc(OC)c(Cl)c2)c(=O)c2ccccc12	-10	-12	6	-11	-2	-4	18	6	-1	5	-32
CCCc1nnc2n1N=C(c1ccc(OC)c(OC)c1)CS2	-18	0	-1	12	-25	-14	43	-61	57*	-13	-22
COc1ccc(S(=O)(=O)N2CCCCCC2)cc1C(=O)OCc1c(C)noc1C	-18	-14	-4	-4	5	-14	-14	-22	-14	-10	10
COC(=O)c1ccc(NC(=O)CSc2nncn2C)cc1	-6	11	-1	1	7	1	38	15	0	-2	-26
C[n+]1ccc(C(=O)N/N=C/c2ccco2)cc1	-6	10	-1	4	22	6	10	-8	-1	3	-6
Cc1ccc(NC(=O)CSc2nnc(-c3ccncc3)o2)cc1C	7	8	·	-2	0	-5	-3	-12	8	9	7
O=C(c1ccc(F)cc1)N1CCC(C(=O)N2CCCc3ccccc32)CC1	-11	4	-1	-3	21	7	-8	8	0	-11	7
CN(C)c1ccsc1C(=O)NNS(=O)(=O)c1ccc(Cl)cc1	-7	10	-11	2	-14	-4	3	8	7	-11	2
O=C(NNc1nc2cc3c(cc2s1)OCCO3)c1ccc(F)cc1	4	-35	-17	0	-12	0	-11	-4	-9	-10	-33
COc1cc(/C=N/N2CCN(c3ccccc3OC)CC2)ccc1O	-3	-16	-8	1	-55	-27	-5	-2	7	-3	-16
CC1CC(C)(C)OC(C[N+]2(C)CCCCC2)O1 (stereo not drawn)	0	-4	2	4	2	5	3	5	0	4	-3
O=C(O)c1ccc(NCc2cccnc2)cc1	-7	19	7	-12	11	-7	-2	6	5	-24	-22
CCC(C)NS(=O)(=O)c1ccc(OCC(=O)NCc2ccc3c(c2)OCO3)cc1 (stereo not drawn)	-3	6	0	11	-9	-3	3	6	-4	7	2
CC(C)c1nnc(NC(=O)COc2ccccc2[N+](=O)[O-])s1	-12	-31	·	-16	-37	-25	-38	-57	-5	-24	-20
Cc1ccc(CN2C(=O)NC(Cc3c[nH]c4ccccc34)C2=O)cc1 (stereo not drawn)	-3	10	6	-22	-17	12	0	14	1	-4	-6
Cc1cc(OCC(=O)NCC2CCC(C(=O)O)CC2)c2c(C)c(Cc3ccccc3)c(=O)oc2c1 (stereo not drawn)	-12	4	0	-2	3	5	-12	-57	-5	2	15
O=C(NCC1CCOCC1)c1cc(COc2ccc(F)cc2F)on1	-4	9	2	2	-20	-8	-1	-5	4	6	-1
COc1ccc(CCNC(=O)c2cnc3scc(C)n3c2=O)cc1OC	9	-21	-9	12	2	4	6	-13	-1	4	-4
Other structures follow:
SMILES	NOD2 RIPK2 PPI	SRC3 inh	TLR9-MyD88 block	EBV LMP1 NFkB	NCOA1 inh	TROY NFkB inh	NR5A2 inv ag	NR2F2 inh	Vif inh	TRAIL sens C8	SRC2 inh
COCCn1c(SCC(=O)N2CCCC2)nnc1C(C)C	1	-2	12	-2	-9	1	2	-10	11	-4	-14
CCc1ccc(/C=N/NC(=O)c2cc(C)on2)s1	-8	-18	5	-22	-28	-75	-25	-21	5	10	-40
Cc1ccc(NS(=O)(=O)c2ccc(Cl)c(NC(=S)NC(=O)C3CCCCC3)c2)cc1Cl	-16	5	-3	-7	-13	36	-5	7	-1	-9	14
COc1ccc(CCN2CC(C(=O)N3CCCCCC3)CCC2=O)cc1 (stereo not drawn)	-2	-2	-5	1	2	1	13	-1	1	-7	-18
CC(C)CN1CC(Br)C(=O)NC1=O (stereo not drawn)	-5	-10	-7	-10	-5	-2	14	15	1	-15	-1
CCn1c(/C=C/c2ccc(F)cc2)nc2ccccc2c1=O	-4	-12	6	4	-5	-17	-8	-14	60*	8	3
O=C(CN1CCCC1)Nc1c(Cl)cccc1Cl	6	0	3	-17	14	11	17	-13	10	-4	8
Cc1cccc(C2c3[nH]c4ccccc4c3CCN2C(=O)Cc2nc(-c3ccccc3)n[nH]2)n1 (stereo not drawn)	10	-11	-10	-5	0	-6	16	-3	4	-13	1
CCc1nn(CC(=O)NCCCN2CCOCC2)c(=O)c2cc3c(OC)cccc3n12	1	10	2	·	-20	-31	-3	-10	7	-12	-20
NC(=O)c1cc(S(=O)(=O)NCc2cccc(Br)c2)cs1	-3	5	-8	1	-8	8	1	-3	16	0	24
CCOc1ccc(N2CC(C(=O)Nc3ccccn3)CC2=O)cc1 (stereo not drawn)	3	10	-7	1	-36	2	9	2	-2	-1	-6
COc1ccc(NC(=O)NCCc2cccc(Cl)c2)cc1OC	-2	4	-1	-13	-23	-28	-26	-31	·	-5	-26
CCCOC(=O)C1NC(=O)N2C(C(=O)OCCC)C(C)(C)S[C@H]12 (stereo partly drawn)	-3	-16	4	1	9	-21	-4	-5	-2	-6	-2
Cc1c(NC(=O)C(C)OC(=O)C(NC(=O)c2ccco2)C(C)C)c(=O)n(-c2ccccc2)n1C (stereo not drawn)	-8	7	-1	-2	0	-3	11	5	16	-2	3
COc1cc(/C(C)=N/N2CCN(Cc3ccc(C)cc3)CC2)ccc1O	11	-13	-4	4	-2	13	23	16	-4	-6	3
c1ccc2c(c1)[nH]c1ccccc12	-20	9	10	-3	-42	-8	13	5	-4	-23	-24
COc1ccccc1N1C(=O)C2C(C(=O)c3ccccc3)=NN(c3ccc(C)cc3)C2C1=O (stereo not drawn)	27*	11	·	·	-12	8	-3	-19	4	1	-29
CC(=O)c1cccc(NC(=O)C(C)OC(=O)CCn2c(C)csc2=O)c1 (stereo not drawn)	-5	4	-9	1	-2	-2	-4	-4	0	-13	-50
CCNC(=S)NNC(=O)c1cccc(Br)c1	-30	-20	7	-3	6	-12	-31	9	11	13	-2
